bovine MsrA act: activators of bovine methionine sulfoxide reductase A. activation, % at 10.6 µM. hit rate 0.3% among 360,000. purified bovine MsrA, absorbance read-out; in the data active = activation above about 7.5%;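 note: 0% = vehicle and 100% = reference activator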
MT1-MMP act inh: inhibitors of human MT1-MMP activation; AID 651647; GFP/RFP ratio change, % at 20 µM; HT1080 RFP-PRO-GFP cells, GFP/RFP ratio fluorescence, overnight; percent of plate control window, DMSO zero; hit rate 0.061% among 360,000;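 active = GFP/RFP ratio change of at least 30% with cell ATP level not reduced by more than half and red fluorescence within 50% of control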; note: strong numbers were not always called active
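Read-out: GFP/RFP fluorescence ratio; Test system: RFP-PRO-GFP reporter HT1080 cells; Compound dosing: single-point 20 µM compound, 1% DMSO; Times: overnight compound exposure at 37 °C.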
NRP1-CendR mod: alters CendR peptide binding to human NRP-1. O14786. inhibition, % at 25 µM. hit rate 0.85% among 360,000. FAM-RPARPAR peptide binding to NRP-1, fluorescence polarization;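 active = inhibition or corrected inhibition above about 18%, plus a signal ratio from 0.5 to 1.5, limit read from the data, passing the limit was not always enough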; note: strong numbers were not always called active
SKN-1 block: inhibitors of C. elegans SKN-1; C. elegans VP596 Pgst-4::GFP/RFP ratio, acrylamide-induced, 24 h; inhibition, % at 21.8 µM; AID 624304; hit rate 0.49% among 360,000;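 active = interference check ratio from 0.5 to 1.5 plus GFP to RFP signal ratio inhibition reaching or exceeding a fixed threshold, cut at about 30% in these data, passing the limit was not always enough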; note: some compounds called inactive have numbers as strong as hits
Neddylation inh: inhibitors of human cullin neddylation; P61081+Q13564; TR-FRET cullin neddylation, biochemical; calls only at 25 µM; hit rate 0.58% among 360,000; in the data active = inhibition above about 36%
MsrA inh: inhibitors of bovine MsrA; purified bovine MsrA, absorbance read-out; inhibition, % at 15.5 µM; hit rate 0.75% among 360,000; AID 651718; in the data active = inhibition above about 4.5%;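 note: 0% = vehicle wells with enzyme and 100% = reference inhibitor wells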
FAS-TE inh: FAS thioesterase (human) inhibition; hit rate 0.67% among 360,000; recombinant FAS-TE, OMFH fluorogenic substrate, fluorescence endpoint; AID 602261; inhibition, % at 15 µM;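 active = compounds whose normalised, plate-corrected inhibition of enzyme fluorescence in the single-dose primary screen is 50% or more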;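 note: 0% = DMSO with enzyme and 100% = substrate without enzyme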
eLon inh: inhibitors of E. coli Lon protease. P0A9M0. purified E. coli Lon protease, fluorescence polarization. inhibition, % at 7.94 µM. hit rate 0.42% among 360,000. AID 602123; in the data active = inhibition above about 13%, passing the limit was not always enough;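 note: 0% = enzyme with probe and DMSO and 100% = no enzyme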
Rin1 Abl inh: blocks binding of human Rin1 to Abl. P00519+Q13671. TR-FRET Rin1/Abl binding, biochemical. inhibition, % at 7.35 µM. hit rate 0.4% among 360,000; in the data active = inhibition above about 5%, passing the limit was not always enough
* hit, by the source's call; i = inactive; x = no result given. The order is random; about 4.2% have a hit in one of these screens.

Order of values – SKN-1 block | MsrA inh | Rin1 Abl inh | bovine MsrA act | eLon inh | NRP1-CendR mod | Neddylation inh | MT1-MMP act inh | FAS-TE inh
> C=CCNC(=O)CSc1nnc(-c2ccccn2)n1Cc1ccccc1
→ -5 | -1.3 | 3 | -7 | -4 | 8 | i | -1 | -7
> O=C(O)c1ccc2c(c1)SC1=NS(=O)(=O)CCN12
→ -1 | -2.3 | -1 | -2 | 2 | 1 | i | 0 | -4
> O=C1CN(CC(=O)Nc2ccc(SC(F)F)cc2)CCN1
→ -7 | -0.1 | 2 | -4 | 13 | 3 | i | -2 | -5
> COc1ccc(C2(C(=O)Nc3ccc(C)c(C)c3)CCOCC2)cc1
→ 10 | 1.9 | -1 | -7 | -1 | -1 | i | 2 | 0
> C=CCOc1ccc(CNC(C)(C)CO)cc1OC
→ -7 | -0.7 | -1 | 1 | -9 | 1 | i | 3 | -1
> S=C(c1ccc(N2CCCC2)cc1)N1CCCCC1
→ -21 | 0.9 | -4 | -15 | -10 | -14 | i | 1 | -6
> O=C1Nc2cc(Cl)c(Cl)cc2N(O)N1c1ccc(Cl)cc1
→ 10 | 0.0 | 4 | -5 | -7 | -16 | i | 2 | 23
> COc1ccc(S(=O)(=O)N2CCOCC2)cc1NC(=O)COC(=O)C1CC1C (centres undefined)
→ 4 | -0.9 | -1 | -2 | 4 | 4 | i | -1 | -5
> c1ccc(CCN=C2CCCc3c2[nH]c2ccccc32)cc1
→ 13 | 0.1 | -1 | -10 | 19 | -20 | i | -3 | -4
> COc1ccc(C(CCN2CCCC(C)C2)c2c(OC)cc(OC)c3c(C)cc(=O)oc23)cc1 (centres undefined)
→ 17 | 0.0 | 2 | -2 | 2 | 16 | i | 1 | 42
> Cc1ccc(S(=O)(=O)Nc2ccccc2F)cc1C(=O)N1CCN(c2ccccc2O)CC1
→ 7 | 0.7 | -3 | 3 | -1 | 2 | i | 5 | -2
> Cc1cccc(NC(=O)CNC(=O)CCc2nc3sc4c(c3c(=O)[nH]2)CCCC4)c1C
→ 12 | -0.9 | 1 | -4 | -66 | -118 | i | -21 | -3
> COC1=CC2(O)CCCC2=CC1=O (centres undefined)
→ -4 | -0.2 | -1 | -2 | -15 | 5 | i | 8 | -8
> COc1cc(NC(=O)C/C(C)=N/NC(=O)C(=O)NC2CCCCC2)c(OC)cc1Cl
→ 6 | 0.9 | -2 | -1 | -5 | 6 | i | -1 | 1
> CN(Cc1cnn(-c2ccccc2)c1)C(=O)c1ccc(S(=O)(=O)NCc2ccco2)cc1
→ 1 | -0.6 | 0 | -1 | 18 | -8 | i | 2 | 0
> O=S(=O)(c1ccccc1)N1CCc2ccccc2C1
→ -6 | -0.7 | -4 | -3 | 7 | 2 | i | -1 | 4
> CN(CC1CCCN(CCc2ccc(Cl)cc2)C1)C(=O)c1ccc2nc[nH]c2c1 (centres undefined)
→ 18 | 0.6 | 1 | -3 | 5 | -3 | i | -2 | -4
> CCOC(=O)N1CCN(C(=O)c2cc3c(=O)n(C)c4ccccc4c3n2C)CC1
→ -7 | -0.5 | 0 | -2 | -5 | 4 | i | 0 | -4
> O=C(O)c1ccccc1CC(CCc1ccccc1)C(=O)O (centres undefined)
→ -7 | 0.6 | 2 | -1 | -5 | -9 | i | 2 | -5
> Cc1ccc(-n2nc3cc(C)c(N)cc3n2)cc1
→ 22 | 2.0 | 2 | 0 | -3 | -36 | x | -8 | 10
> O=[N+]([O-])c1ccccc1S(=O)(=O)N(CC1CO1)c1ccccc1 (centres undefined)
→ -1 | -0.1 | 4 | -4 | 3 | 1 | i | 3 | 0
> Cc1nn(C(=O)c2nn(C)cc2Cl)c(C)c1Br
→ -3 | 0.8 | 0 | -2 | 9 | 2 | i | 3 | -8
> Cc1cc(C)c(O)c(-c2cc(C(=O)NCCc3ccc(S(N)(=O)=O)cc3)[nH]n2)c1
→ -8 | -0.3 | 3 | -4 | 2 | 2 | i | 7 | 6
> CC(=O)SC(C)CC(=O)NCc1ccccc1 (centres undefined)
→ 14 | 0.5 | 1 | -4 | -6 | 6 | i | 0 | -7
> COc1cc(OC)cc(C(=O)Nc2cccc(NC(C)=O)c2)c1
→ 6 | -0.3 | 3 | -4 | -3 | 4 | i | -4 | -2
> O=C1CCCC(=O)C1C1c2ccccc2CCN1C(=O)CCl (centres undefined)
→ -3 | 0.4 | 3 | -3 | -6 | 10 | i | 2 | -6
> CCCCN(C(=O)CSc1nnc(Nc2ccc(C)c(C)c2)s1)c1c(N)n(Cc2ccccc2)c(=O)[nH]c1=O
→ 7 | 0.9 | -3 | -2 | 1 | 8 | i | -39 | 12
> O=C(O)CC/C(=C\c1ccc2c(c1)OCO2)c1nc2ccccc2s1
→ 6 | 1.9 | -1 | -11 | 26* | 4 | i | -4 | -4
> Cc1ccc(CNC(=O)C2CCCN2C(=O)Nc2ccc(C)cc2)cc1 (centres undefined)
→ -3 | -0.1 | 2 | -6 | 11 | 1 | i | -3 | -2
> Cc1ccccc1N1C(=O)CC(Nc2ccc3c(c2)OCO3)C1=O (centres undefined)
→ 0 | 2.0 | 1 | -6 | 5 | 6 | i | -4 | -7
> O=C(CN1C(=O)NC2(CCCC2)C1=O)N1CCc2ccccc2C1
→ 3 | -1.6 | 1 | -1 | -2 | -2 | i | 2 | -10
> Cc1ccccc1NS(=O)(=O)c1ccc(NS(=O)(=O)c2cccs2)cc1
→ 5 | 1.1 | 1 | -2 | 4 | 2 | i | 2 | -4
> O=S(=O)(NCCCNS(=O)(=O)c1c(F)cccc1F)c1ccc2c(c1)OCCO2
→ -10 | 0.2 | 3 | 0 | 4 | -4 | i | 6 | -10
> Cc1cc(=S)c2ccccc2[nH]1
→ -3 | -0.2 | -3 | -1 | -14 | -15 | i | -1 | 0
> NC(=O)C1CCCN(S(=O)(=O)c2ccc(Br)cc2)C1 (centres undefined)
→ 31 | -1.2 | -1 | -3 | 0 | 1 | i | 4 | -3
> CCOc1ccccc1NC(=O)C(CC(C)C)NC(=O)C1CCC(C)CC1 (centres undefined)
→ 41* | 0.9 | 2 | 1 | -1 | -1 | i | -4 | 12
> Cc1ccc(-n2cc(S(=O)(=O)c3ccc(C)cc3)[nH]c2=O)cc1
→ 7 | 0.9 | -4 | -4 | 5 | 4 | i | -3 | -3
> Cc1cccc(C(=O)OC(C)C(=O)N2CCc3ccccc3C2)c1C (centres undefined)
→ 3 | 0.3 | -1 | 7 | 4 | 3 | i | -1 | 15
> CN(C(=O)COC(=O)Cc1c(Cl)cccc1Cl)C1CCS(=O)(=O)C1 (centres undefined)
→ -10 | 2.6 | 7 | -2 | 6 | 26* | i | 3 | -5
> Cc1ccc(CN2CCN(Cc3cn(C(C)C)c4ccccc34)CC2CCO)o1 (centres undefined)
→ 0 | -0.4 | 2 | -2 | 2 | -7 | i | 2 | -4
> CCCC(C)(C)C(=O)N1CCC1(C)C(=O)NS(=O)(=O)c1cccc(Cl)c1 (centres undefined)
→ -16 | 1.1 | -5 | -8 | -20 | 0 | i | -2 | -10
> CCCn1nc(C(=O)Nc2ccc(S(=O)(=O)Nc3ncccn3)cc2)c2ccccc2c1=O
→ -7 | 1.3 | 2 | -3 | -9 | -25 | i | -4 | 1
> Cc1cc(Cl)ccc1OC(C)C(=O)NNC(=O)C1CCCCC1C(=O)O (centres undefined)
→ -17 | 0.4 | 6 | -8 | -9 | 0 | i | 3 | -3
> O=C(CN1CCN(c2ccc(F)cc2)CC1)Nc1ccc2c(c1)OCCO2
→ -7 | 2.6 | 0 | -4 | 1 | 16 | i | -3 | 5
> CCN1C[C@@H]2[C@@H]3C(=O)N(C)C(=O)[C@@H]3[C@](Cc3ccccc3)(C(=O)OC)N2C1=NC1CCCCC1
→ 11 | -0.6 | -3 | 6 | -3 | 0 | i | 1 | -5
> CC(=O)NCCNC(=O)C1CCC(CNc2nc(=S)[nH]c3ccccc23)CC1 (centres undefined)
→ 15 | 1.0 | 1 | -12 | 0 | -7 | i | 2 | -4
> O=C(CN1C(=O)C2C3CC(C(Br)C3Br)C2C1=O)OCC(=O)c1cccc([N+](=O)[O-])c1 (centres undefined)
→ 3 | 1.5 | 1 | 0 | 6 | -6 | i | 3 | 2
> COc1ccc(OC)c(S(=O)(=O)N2CCCC(C(=O)N3CCC(C(N)=O)CC3)C2)c1 (centres undefined)
→ 15 | -1.7 | 0 | -4 | 5 | -5 | i | 0 | -10
> CCC(C)(C)NC(=O)CCCSc1nc2ccccc2[nH]1
→ 5 | -0.3 | -1 | 0 | -3 | -2 | i | 0 | -1
> Cc1cc(C)c[n+](CC(=O)c2c(C)cc(C)c([N+](=O)[O-])c2C)c1
→ 1 | 0.3 | -3 | 0 | -6 | 1 | i | 1 | -2
> Cn1ccc(=O)c2cc([N+](=O)[O-])ccc21
→ 2 | 0.6 | 0 | -2 | -5 | 2 | i | 2 | -5
> CCNC(=O)C1CC(=O)OC12CCCCC2 (centres undefined)
→ -10 | 0.2 | 3 | -11 | 0 | -2 | i | -4 | -10
> CN(C)C=NC(=O)c1ccc(N2CCN(c3ncc(C(F)(F)F)cc3Cl)CC2)cc1
→ -15 | 0.0 | 4 | -1 | -3 | 15 | x | 10 | -9
> CC(O)CSc1nc2c(c(=O)[nH]c(=O)n2C)n1Cc1ccccc1 (centres undefined)
→ 8 | -0.4 | 1 | -1 | -6 | 10 | i | 7 | -2
> O=C(NCc1ccco1)c1cc(S(=O)(=O)N2CCOCC2)ccc1Cl
→ -1 | 0.1 | -3 | -3 | 6 | -6 | i | 0 | -8
> O=c1[nH]ncn1-c1ccc(Br)cc1
→ -4 | 0.9 | 1 | -3 | -5 | 14 | i | -2 | -5
> COc1ccc(OC)c(S(=O)(=O)N(C)CC(=O)N2CCN(c3ccc(F)cc3)CC2)c1
→ 3 | 0.2 | -5 | -2 | 6 | 5 | i | -4 | -1
> O=C(COn1nnc2ccc(Cl)cc21)NC1CCS(=O)(=O)C1 (centres undefined)
→ 1 | -0.9 | 0 | -7 | 13 | -11 | i | -1 | -4
> Cc1ccc([C@@H]2CC=C(C(=O)O)[C@H](c3ccc(Cl)cc3)N2S(=O)(=O)c2ccccc2C)cc1
→ -9 | -0.5 | -3 | -8 | -4 | -19 | i | 2 | 4
> Cc1ccc(C(=O)OCC(=O)Nc2ccc3c(c2)OCO3)c(O)c1
→ -3 | 1.1 | 4 | -3 | -5 | 4 | i | 1 | -4
> C/C(=N/NC(=O)c1ccc2nc[nH]c2c1)c1cccs1
→ 1 | 2.4 | -3 | -5 | 2 | -8 | i | -6 | -9
> C=C1CCN(C(C(=O)OC)C(C)C)S(=O)(=O)c2ccc(F)cc21 (centres undefined)
→ -1 | 0.7 | 2 | -10 | -4 | 28* | i | -4 | -3
> Cc1ccc(CNC(=O)C2CCCN(S(=O)(=O)c3cccc4nonc34)C2)cc1 (centres undefined)
→ 9 | -0.8 | 0 | -3 | 2 | -18 | i | -3 | -17

2 entries drawn at random from those above, as already listed:
Order of values – SKN-1 block | MsrA inh | Rin1 Abl inh | bovine MsrA act | eLon inh | NRP1-CendR mod | Neddylation inh | MT1-MMP act inh | FAS-TE inh
> O=[N+]([O-])c1ccccc1S(=O)(=O)N(CC1CO1)c1ccccc1 (centres undefined)
→ -1 | -0.1 | 4 | -4 | 3 | 1 | i | 3 | 0
> CCN1C[C@@H]2[C@@H]3C(=O)N(C)C(=O)[C@@H]3[C@](Cc3ccccc3)(C(=O)OC)N2C1=NC1CCCCC1
→ 11 | -0.6 | -3 | 6 | -3 | 0 | i | 1 | -5

Sorted by value in bovine MsrA act (lowest first): some entries from above.
| Structure | bovine MsrA act |
| --- | --- |
| Cc1ccc(-n2cc(S(=O)(=O)c3ccc(C)cc3)[nH]c2=O)cc1 | -4 |
| O=C(NCc1ccco1)c1cc(S(=O)(=O)N2CCOCC2)ccc1Cl | -3 |
| CN(C(=O)COC(=O)Cc1c(Cl)cccc1Cl)C1CCS(=O)(=O)C1 (centres undefined) | -2 |
| O=S(=O)(NCCCNS(=O)(=O)c1c(F)cccc1F)c1ccc2c(c1)OCCO2 | 0 |
| Cc1cccc(C(=O)OC(C)C(=O)N2CCc3ccccc3C2)c1C (centres undefined) | 7 |

From PubChem
